Bioassay records (PubChem)
Lipid storage S3 = qHTS Assay for Lipid Storage Modulators in Drosophila S3 Cells; 0.64% of 320,000 active; Drosophila S3 cells, BODIPY lipid droplet fluorescence, 18-24 h; cells fed with added oleic acid; AID 2685; Potency in µM for hits, for the others lipid storage change, negative = inhibition, % at the top dose, mostly 46.1 µM; active = well fitted inhibition curve with a large enough effect in the signal ratio, with a control signal flat, not every such curve was filed as active; inconclusive = small, poorly fitted or top-dose-only effect, or effect the other way, or a change in a side signal; the % refers to the signal ratio
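Drosophila S3 cells got compounds at several concentrations plus oleic acid (400 uM solution). Laser-scanning cytometry with 488 nm excitation read lipid droplets at 500-530 nm and cells at 575-640 nm. Percent activity was relative to 20 uM Triacsin C.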
Lipid storage S3 cell count max = second read-out of Lipid storage S3, no call of its own (marks repeat the call); cell number change, %; measured here: cell count max response;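 cells counted by Cell Tracker Red CMTPX staining in the red channel; peak over a dose series mostly up to 46.1 µM; percent activity relative to internal control wells on each plate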
* marks the source's active call; other numbers are inactive results; i = inactive; ? = inconclusive; / = not tested or not shown; [ ] = another dose, or the depositor's remark. % is scaled to controls: 0 for no effect and ±100 for the full control effect; potency is read from the fitted curve at half-maximal effect.

Below each SMILES: Lipid storage S3, Lipid storage S3 cell count max
> CCN(CC)S(=O)(=O)c1cccc(NC(=O)c2ccc(Br)cc2)c1
 : ?, /
> Cc1cc(C)n(C(=O)c2ccncc2)n1
 : ?, /
> O=C(CCOc1ccccc1)Nc1nnc(-c2ccc3c(c2)OCCO3)o1
 : 10%, -2
> CCc1ccc(NC(=O)c2ccc3c(=O)n4c(nc3c2)CCCCC4)cc1
 : ?, /
> Cn1ncc(N)c1C(=O)Nc1cccc(C(F)(F)F)c1
 : ?, /
> CC(=O)N1CCN(c2ccccc2NC(=O)c2ccc(-c3cccc([N+](=O)[O-])c3)o2)CC1
 : ?, /
> CCn1c2ccccc2c2nc3ccccc3nc21
 : ?, /
> Cc1ccccc1NC(=O)CCC(=O)OCC(=O)c1ccc(-c2ccccc2)cc1
 : ?, /
> CC1(C)CC(=O)C([N+](=O)[O-])=C(NCCCO)C1
 : 1%, -3
> Cc1ccc(NC(=O)CSc2nnc(-c3cc(C)[nH]n3)n2N)cc1
 : ?, /
> COc1ccc(CN2CC(C(N)=O)Oc3ccccc32)cc1F (stereo not drawn)
 : i, -17
> O=C1Nc2ccccc2OC1CC(=O)N1CCCC1 (stereo not drawn)
 : 16%, 22
> COC(=O)CSc1nnc(-c2ccoc2C)n1-c1ccc(OC)cc1
 : 6%, 5
> Cc1ccccc1C(=O)NC(CC(C)C)C(=O)OCC(=O)c1c(N)n(C)c(=O)n(C)c1=O (stereo not drawn)
 : ?, /
> CCN(CC)CCNCC(=O)N1c2ccccc2CCc2ccc(NC(=O)OC)cc21
 : ?, /
> CCOC(=O)N1CCN(C(=S)Nc2ccccc2C(C)C)CC1
 : ?, /
> CCOC(=O)N1CCC(N2CCN(Cc3ccc(F)c(F)c3)C(CCO)C2)CC1 (stereo not drawn)
 : 15%, -3
> [O-]/C(=C(\C(=S)NCc1ccc2c(c1)OCO2)[n+]1ccccc1)c1ccc(Cl)s1
 : ?, /
> Nn1c(SCc2cn3ccccc3n2)nnc1-c1ccncc1
 : ?, /
> COCCNC(=O)CN1C(=O)CSc2ncccc21
 : 0%, 2
> CC(C)Oc1ccc(C(=O)O)cc1
 : ?, /
> CS(=O)(=O)N1CCSC1c1ccc(Br)cc1 (stereo not drawn)
 : ?, /
> CCc1nc2sccc2c(=O)[nH]1
 : ?, /
> Cc1ccc(S(=O)(=O)NCC(=O)N(CC(=O)NCC2CCCO2)c2cccc(F)c2)cc1 (stereo not drawn)
 : ?, /
> COc1ccc(C(=O)C2CCCN(S(=O)(=O)c3cccnc3)C2)c(C)c1 (stereo not drawn)
 : 3%, 7
> Cc1ccc(C)c(N=C2NC(=O)CS2)c1
 : 7%, 2
> CC1(C)Cc2nc3nc(SCC(=O)NCc4ccccc4)n(-c4ccccc4)c(=O)c3cc2CO1
 : -7%, 9
> CCCCOC(=O)C(C)Nc1n[nH]c(=S)[nH]c1=O (stereo not drawn)
 : i, 18
> CCc1ccc(C(=O)CN2C(=O)C(C)N(c3ccc(C)cc3)C2=O)cc1 (stereo not drawn)
 : ?, /
> O=C(CSc1nnnn1-c1ccc(F)cc1)Nc1nc2ccccc2s1
 : -9%, -22

3 compounds already listed, ordered by the number in Lipid storage S3, smallest number first:
Below each SMILES: Lipid storage S3, Lipid storage S3 cell count max
> CC1(C)Cc2nc3nc(SCC(=O)NCc4ccccc4)n(-c4ccccc4)c(=O)c3cc2CO1
 : -7%, 9
> COCCNC(=O)CN1C(=O)CSc2ncccc21
 : 0%, 2
> CCOC(=O)N1CCC(N2CCN(Cc3ccc(F)c(F)c3)C(CCO)C2)CC1 (stereo not drawn)
 : 15%, -3

Next section
Below each SMILES: Lipid storage S3, Lipid storage S3 cell count max
> O=C(NCCc1ccccc1C(F)(F)F)C1CCC(=O)N(C2CC2)C1 (stereo not drawn)
 : ?, /
> COc1ccc(C2c3c(ccc4ccccc34)Oc3ncn4nc(-c5ccco5)nc4c32)cc1 (stereo not drawn)
 : 1%, 3
> C=CCC(=O)NC1CC(C)(C)Cc2c1cnn2-c1ccc(C)cc1 (stereo not drawn)
 : -23%, -6
> Cc1ccc(CN2CCN(/N=C\c3cccc([N+](=O)[O-])c3)CC2)cc1
 : ?, /
> Cc1ccc(/C=N/Nc2cc(C)nc(N3CCOCC3)n2)cc1
 : ?, /
> O=C1Nc2ccccc2C(O)(C(=O)N2CCCCC2)N1c1ccccc1 (stereo not drawn)
 : ?, /
> O=C(NCCCN1CCOCC1)c1cc(-c2ccc(F)cc2)nc2ccccc12
 : ?, /
> CC(/C=N/NC(=O)c1ccncc1)=C\c1ccc(C(C)C)cc1
 : ?, /
> COc1ccc(/C=C/S(=O)(=O)NCc2ccccc2)cc1OC
 : ?, /
> CS(=O)(=O)N1CCCC(C(=O)Nc2ccc3c(c2)OCCO3)C1 (stereo not drawn)
 : -1%, 16
> CS(=O)(=O)N1CCN(c2ccccc2NC(=O)c2ccco2)CC1
 : ?, /
> NC(=O)C1(N2CCCCC2)CCN(CC(=O)Nc2ccc(Oc3ccccc3)cc2)CC1
 : 1%, -17
> Cc1cccc(N(CC(=O)Nc2ccccc2F)S(C)(=O)=O)c1
 : 6.5µM*, /
> CC(=O)c1c(N2CCOCC2)nc(=S)n(-c2ccccc2)c1C
 : ?, /
> CC(c1cccs1)N(Cc1ccco1)C(=S)Nc1ccccc1Cl (stereo not drawn)
 : -10%, 2
> O=C(Cn1cnc2c(nnn2-c2cccc(Cl)c2)c1=O)N1CCCC1
 : -2%, 22
> CN1C(=S)N(c2ccccc2)C(=O)/C1=C/c1cccs1
 : ?, /
> NC(=O)NCCN1CCN(c2ncc(C(F)(F)F)cc2Cl)CC1
 : ?, /
> Cc1cccc2cc(C#N)c(SCC#N)nc12
 : ?, /
> C/C(=N\NC(=O)c1ccc(N2CCCC2=O)cc1)c1ccc(O)cc1O
 : ?, /
> C=CCNC(=O)/C(=C\c1ccco1)NC(=O)c1ccco1
 : 12%, /
> Cc1ncc(CO)c(/C=N/NC(=O)c2ccccc2Br)c1O
 : -8%, 0
> CC1CCN(CC(O)COc2ccc(OCC(O)CN3CCC(C)CC3)cc2)CC1 (stereo not drawn)
 : -25%, 19
> CCOC(=O)C1CCN(C(=O)Cn2nc(C)n3c(cc4cc(F)ccc43)c2=O)CC1
 : ?, /
> COc1ccc(-n2nc3c(c2NC(=O)COc2ccccc2)CS(=O)C3)cc1 (stereo not drawn)
 : ?, /
> COc1ccc(-n2c(SCC(=O)O)nc3sc4c(c3c2=O)CCC4)cc1
 : -18%, 0
> CCC(=O)c1cn(CC(=O)Nc2cc(C)ccc2C)c2ccccc12
 : ?, /
> O=C(NNc1c(F)c(F)cc(F)c1F)c1cc2ccccc2oc1=O
 : ?, /
> Cc1oc(-c2cccc(Cl)c2)nc1CS(=O)(=O)CC(=O)NCCCN1CCOCC1
 : ?, /
> CC(=O)NC1CC2CCCC(C1)N2S(=O)(=O)c1cccc(F)c1 (stereo not drawn)
 : ?, /

Four of the compounds above, with each value named.
> C=CCNC(=O)/C(=C\c1ccco1)NC(=O)c1ccco1
- Lipid storage S3 = 12%
- Lipid storage S3 cell count max = /

> CCC(=O)c1cn(CC(=O)Nc2cc(C)ccc2C)c2ccccc12
- Lipid storage S3 = ?
- Lipid storage S3 cell count max = /

> O=C(NNc1c(F)c(F)cc(F)c1F)c1cc2ccccc2oc1=O
- Lipid storage S3 = ?
- Lipid storage S3 cell count max = /

> COc1ccc(-n2nc3c(c2NC(=O)COc2ccccc2)CS(=O)C3)cc1 (stereo not drawn)
- Lipid storage S3 = ?
- Lipid storage S3 cell count max = /

(more compounds)
Below each SMILES: Lipid storage S3, Lipid storage S3 cell count max
> Cc1cc(C)c2ccc(C(=O)O)nc2c1O
 : ?, /
> CCN(CC)C(C)C(=O)NCC1(c2ccccc2)CCOCC1 (stereo not drawn)
 : 0%, 12
> O=C(CCN1C(=O)C2CC=C(Cl)CC2C1=O)Nc1ccccc1O (stereo not drawn)
 : -15%, -1
> O=c1[nH]n2c(=O)c3c([nH]c2c1N=Nc1cccc(Cl)c1)CCC3
 : ?, /
> CN(Cc1ccccc1)S(=O)(=O)c1ccc(OCC(=O)NCc2ccccn2)cc1
 : i, 1
> CCN(c1ccccc1)S(=O)(=O)c1ccc(OC)c(NC(=O)CNCC(C)O)c1 (stereo not drawn)
 : -2%, 75
> COc1ccc(C(=O)NC2CCN(CC(=O)NCc3ccccc3F)CC2)cc1
 : i, 17
> COc1cccc(Nc2nc3ccc(C(=O)c4ccccc4)cc3n3cnnc23)c1
 : ?, /
> CC1Nc2nc(NC(=O)C(C)(C)C)[nH]c(=O)c2N(C)C1C (stereo not drawn)
 : -6%, -16
> CC1CCC2(CC1)NC(=O)N(Cc1nnc(-c3cccs3)o1)C2=O (stereo not drawn)
 : ?, /
> Cc1noc(C)c1C(=O)N1CCN(Cc2ccc3c(c2)OCO3)CC1
 : ?, /
> CC(=O)N1c2ccc(S(=O)(=O)N3CCC(C(=O)N4CCN(c5ccccc5F)CC4)CC3)cc2CC1C (stereo not drawn)
 : ?, /
> CC(C)CN1C(=O)c2ccc(C(=O)Nc3ccc(O)cc3C(=O)O)cc2C1=O
 : i, 24
> COc1ccc(C(=O)NNC(=O)C2CCN(S(=O)(=O)c3ccc(C)cc3)CC2)cc1
 : ?, /
> COc1ccc(N=C2NN=C(c3ccc4c(c3)OCCO4)CS2)cc1
 : ?, /
> Cc1cc(C)cc(NC(=O)CCC(=O)Nc2nnc(C(F)(F)F)s2)c1
 : ?, /
> O=C(COC(=O)c1cc(S(=O)(=O)N2CCOCC2)ccc1O)NCCc1ccccc1
 : ?, /
> CCn1c(COC(=O)CNC(=O)c2ccccc2)nc2cc(S(=O)(=O)N(C)C)ccc21
 : ?, /
> O=S1OCCN1c1ccccc1 (stereo not drawn)
 : ?, /
> Cc1ccc(N2C(=O)NC(NC(=O)C(C)(C)C)(C(F)(F)F)C2=O)cc1 (stereo not drawn)
 : -1%, 3
> COc1ccc(C2Nc3ccccc3C(=O)N2Cc2ccccc2)cc1Cn1nnc2ccccc21 (stereo not drawn)
 : ?, /
> COc1cc([N+](=O)[O-])ccc1NC(=O)Oc1ccc(NC(C)=O)cc1
 : 4%, 7
> CN1C(=O)C(O)(c2sc(N)nc2-c2ccccc2)c2ccccc21 (stereo not drawn)
 : -4%[9.22 µM], -11
> CCN1C(=O)[C@H]2[C@@H](c3ccc(-c4ccccc4)cc3)N[C@@](CC(C)C)(C(=O)OC)[C@H]2C1=O
 : 7%, 8
> CCN(CC)S(=O)(=O)c1ccc2[nH]c(=O)cc(C(=O)Nc3ccccc3N3CCCC3)c2c1
 : 5%, -1
> Cc1ccc(S(=O)(=O)N2CCCCC2)cc1NC(=O)COC(=O)C1(C)CC1(Cl)Cl (stereo not drawn)
 : ?, /
> CC(C)CNS(=O)(=O)c1cc(C(=O)OC2CCOC2=O)c(Cl)cc1Cl (stereo not drawn)
 : -17%, /
> COc1ccc(C(=O)NC(=S)Nc2ccc(CN3CCOCC3)cc2)cc1Br
 : ?, /
> Cc1cc(O)c(/C=N/Nc2ccccc2Cl)c(=O)o1
 : -14%, 8
> O=C(CN1C(=O)c2ccccc2S1(=O)=O)Nc1ncc([N+](=O)[O-])s1
 : ?, /
> CC(=O)c1ccc(NC(=S)NNC(=O)c2ccccc2[N+](=O)[O-])cc1
 : -4%, 13
> Cc1ccc(S(=O)(=O)c2cc3ccccc3nc2N)cc1
 : ?, /
> COc1cc(-c2c(C#N)c(N)nc3c2CCCC3)ccc1O
 : ?, /
> COc1ccc(CNC(=O)COc2ccc(F)cc2)cc1
 : ?, /
> CCOC(=O)c1ccccc1NC(=O)COC(=O)C1CCCC1
 : ?, /
> CC1(NC(=O)CSc2nnc(-c3ccco3)n2Cc2ccccc2)CCS(=O)(=O)C1 (stereo not drawn)
 : ?, /
> CCn1cc(Cl)c(C(=O)N2N=C(c3ccc4ccccc4c3)CC2c2ccccc2O)n1 (stereo not drawn)
 : ?, /
> Cc1ccc(NC(=S)N2CCC(N(C)CC3CCCO3)CC2)cc1 (stereo not drawn)
 : 2%, 15
> CN1CCc2c(sc3ncn4nc(-c5ccccc5O)nc4c23)C1
 : i, 25
> CCCCCCCCCS(=O)(=O)Nc1cc(C)ccn1
 : ?, /
> CCc1ccc2nc(N=C(N)N)nc(C)c2c1
 : 4%, -1
> O=C(CN(c1ccc(F)cc1)S(=O)(=O)c1ccc2c(c1)OCCO2)NCC1CCCO1 (stereo not drawn)
 : i, /
> CCc1nnc2n1N=C(c1ccc([N+](=O)[O-])cc1)CS2
 : ?, /
> Cc1ccc2[nH]c(C(=O)N/N=C/c3ccccc3C(=O)O)c(-c3ccccc3)c2c1
 : ?, /
> O=C(NCCCCc1ccccc1)C1CC(c2cc(C(F)(F)F)cc(C(F)(F)F)c2)=NO1 (stereo not drawn)
 : 0%, 1
> C=CCNC(=O)C1CC1(c1ccc(C)cc1)c1ccc(C)cc1 (stereo not drawn)
 : -19%, 9
> O=C(Nc1ccc(-c2csnn2)cc1)C(Cl)(Cl)Cl
 : 11%, 10
> CCn1ccnc1CN(C)Cc1cn(-c2ccc(C)cc2)nc1-c1cccc(C)c1
 : ?, /
> CCCn1c2ccc(F)cc2c2nnc(SCCN3CCOCC3)nc21
 : -3%, -3
> Clc1cncc(Cl)c1NNc1c2ccccc2nc2ccccc12
 : 2%, -4
> COc1ccc(/C=C/C(=O)OCC(=O)Nc2c(C)cccc2C)cc1
 : ?, /

Entries above with a tert-butyl group:
Below each SMILES: Lipid storage S3, Lipid storage S3 cell count max
> CC1Nc2nc(NC(=O)C(C)(C)C)[nH]c(=O)c2N(C)C1C (stereo not drawn)
 : -6%, -16
> Cc1ccc(N2C(=O)NC(NC(=O)C(C)(C)C)(C(F)(F)F)C2=O)cc1 (stereo not drawn)
 : -1%, 3

Not all compounds are listed; the hit share may differ from the screen's.
